# Mdm2-MdmX inh: disrupts the human Mdm2-MdmX interaction. SaOS-2 split-luciferase Mdm2/MdmX complementation, luminescence. 330,000 compounds, 3% hits. inhibition, % at 8 µM. O15151+Q00987;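 active = inhibition of at least 50% at 8 µM in the primary screen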
# Target sequence (O15151 whole entry, looked up): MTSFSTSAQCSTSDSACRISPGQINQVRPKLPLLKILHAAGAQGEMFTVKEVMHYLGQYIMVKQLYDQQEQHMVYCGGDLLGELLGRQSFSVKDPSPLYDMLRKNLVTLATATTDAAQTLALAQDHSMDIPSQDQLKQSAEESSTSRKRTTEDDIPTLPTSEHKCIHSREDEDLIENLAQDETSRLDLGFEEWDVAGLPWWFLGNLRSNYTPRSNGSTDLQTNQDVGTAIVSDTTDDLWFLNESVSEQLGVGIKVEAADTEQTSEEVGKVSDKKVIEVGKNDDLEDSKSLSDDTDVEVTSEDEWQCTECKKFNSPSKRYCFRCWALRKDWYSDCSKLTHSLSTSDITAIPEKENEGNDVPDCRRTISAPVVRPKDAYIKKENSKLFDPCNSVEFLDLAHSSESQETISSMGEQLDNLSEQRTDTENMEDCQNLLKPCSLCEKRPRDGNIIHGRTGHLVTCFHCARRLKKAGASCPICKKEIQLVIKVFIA
# Target sequence (Q00987 whole entry, looked up): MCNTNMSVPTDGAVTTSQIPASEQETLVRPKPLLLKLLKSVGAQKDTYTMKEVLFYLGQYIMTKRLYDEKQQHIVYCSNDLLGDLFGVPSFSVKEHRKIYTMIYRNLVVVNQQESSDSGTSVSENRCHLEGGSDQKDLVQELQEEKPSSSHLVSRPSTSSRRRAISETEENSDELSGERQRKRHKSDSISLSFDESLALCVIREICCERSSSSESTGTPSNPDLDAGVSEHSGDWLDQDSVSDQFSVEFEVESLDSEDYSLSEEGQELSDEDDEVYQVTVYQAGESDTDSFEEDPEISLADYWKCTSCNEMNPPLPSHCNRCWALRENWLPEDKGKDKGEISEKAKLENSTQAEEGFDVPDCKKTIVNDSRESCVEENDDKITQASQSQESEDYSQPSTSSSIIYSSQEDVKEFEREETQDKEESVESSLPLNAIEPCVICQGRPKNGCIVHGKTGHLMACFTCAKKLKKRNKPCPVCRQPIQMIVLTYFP
# Jurkat NFkB inh: lowers PMA/ionomycin-induced NF-kB signal in Jurkat cells | PMA/ionomycin-induced NF-kB luciferase reporter, luminescence | inhibition, % at 4 µM | 330,000 compounds, 0.53% hits | AID 435003; in the data active = inhibition above about 50%
# APJ agonist: activates the human apelin receptor APJ; P35414; CHO-K1 APJ PathHunter beta-arrestin, luminescence; 0% DMSO wells, 100% apelin; activation, % at 20 µM; 330,000 compounds, 0.11% hits;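 active = activation more than six SD over the plate average, tested at 20 µM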;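 note: 0% = DMSO alone and 100% = apelin-13 at 10 nM; some results filed as inactive read as strong as hits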
#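 Material: engineered CHO-K1 APJ arrestin reporter cells; amount: 1000 CHO-K1 reporter cells seeded per well; incubation: compound stimulation 90 min at 25 °C, detection 60 min; signal: luminescent beta-gal fragment complementation, chemiluminescent substrate; read-out basis: APJ agonist activity; controls: DMSO-only wells as negative, 10 nM Apelin-13 as positive control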
# APJ antag: blocks the human apelin receptor APJ; CHO-K1 APJ beta-arrestin complementation, luminescence; inhibition, % at 20 µM; 330,000 compounds, 0.32% hits; AID 2521;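 active = inhibition above about 40% at 20 µM, limit read from the data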;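 note: cells challenged with 10 nM apelin-13 agonist together with compound; plate controls were apelin-13 plus DMSO wells for no effect and DMSO wells lacking apelin-13 for full effect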
# tim23-1 inh: inhibits growth of tim23-1 mutant yeast | 330,000 compounds, 1.3% hits | inhibition, % at 20 µM | AID 463212 | S. cerevisiae tim23-1 growth, BacTiter-Glo luminescence, 24 h;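 active = growth inhibition of the mutant yeast at or above 50%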;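 note: temperature-sensitive mutant grown at 25 °C; plate controls were DMSO-treated mutant yeast for no effect and medium wells lacking yeast for full effect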
# UPR XBP1 act: activators of adaptive arm of unfolded protein response (XBP1). CHO-XBP1 luciferase reporter, IRE1-XBP1 UPR activation, luminescence; percent of tunicamycin response, DMSO as zero. activation, % at 20 µM. 330,000 compounds, 0.33% hits;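 active = versus positive control, 20 µM dose yields 30% or more activation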;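 note: 100% = tunicamycin at 10 µg/mL and 0% = DMSO only wells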
#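 Material: CHO cell line with stable XBP1 luciferase reporter; schedule: 16-18 h cell attachment at 37 °C, then 6 h compound exposure; signal: glow luminescence from Steady-Glo reagent; medium: serum-containing F12 medium, 10% FBS; benchmarks: tunicamycin 10 µg/mL and vehicle-only wells; read-out: percent activation relative to tunicamycin reference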
# CHOP UPR activ: apoptotic UPR (CHOP) activation; CHO-CHOP luciferase reporter, luminescence; percent of tunicamycin response over DMSO baseline; activation, % at 10 µM; 330,000 compounds, 0.34% hits;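 active = at 10 µM dose, activation of 40% or more, normalized to positive control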;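 note: 100% = tunicamycin at 10 µg/mL and 0% = DMSO alone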
#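 Evaluation: % reporter activation, DMSO baseline versus tunicamycin full activation; System: CHO-CHOP luciferase reporter cell line; Input: 500 cells/well; Incubation: 6 h compound treatment, 37 °C; Measured by: Steady-Glo luciferase luminescence; Dosing: one dose, 10 µM in 0.5% DMSO; Buffer or medium: F12 medium, 10% FBS; Benchmarks: positive tunicamycin 10 µg/mL, negative DMSO alone.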
# 697 NFkB inh: lowers PMA/ionomycin-induced NF-kB signal in 697 B cells. 697 B-cell NF-kB luciferase reporter, 16 h. inhibition, % at 4 µM. 330,000 compounds, 0.33% hits; in the data active = inhibition above about 35%
# * hit, by the source's call.
no.	structure	Mdm2-MdmX inh	Jurkat NFkB inh	APJ agonist	APJ antag
1	O=c1c2ccccc2nc(-c2ccccc2)n1-n1cccc1	16	-17	-7	19
2	CCOC(=O)C(O)(c1ccc(N=Cc2ccccc2O)c(C)c1)C(F)(F)F (configuration not stated)	33	-10	1	5
3	O=C(c1cccc(C(F)(F)F)c1)C1CCCN(Cc2ccccc2O)C1 (configuration not stated)	13	-4	-2	-9
4	COc1ccc(CN2CCCC(C(=O)c3ccc(Cl)cc3)C2)c(OC)c1 (configuration not stated)	10	10	-1	13
5	Cc1ccccc1NC(=O)CCl	19	16	-1	-11
6	O=C1NC(=O)N(Cc2ccccc2)C(=O)/C1=C/c1cnc(-c2ccccc2)nc1	-28	2	0	0
7	COc1ccccc1N(CC(=O)NC1CCCC1)C(=O)c1cnn(C(C)C)c1	-12	-8	0	-5
8	O=C1CC(=O)N(c2ccc(Cl)cc2Cl)C(=O)N1	8	11	-4	10
9	C[C@]12CC[C@@H](O)C[C@@H]1CC[C@@H]1[C@@H]2CC[C@]2(C)C(=O)CC[C@@H]12	2	13	-6	18
10	O=c1[nH]c(=O)n(Cc2ccccc2)c(O)c1/C=N/Nc1c(F)c(F)c(F)c(F)c1F	3	-13	2	9
11	Cc1ccc(C(=O)Nc2ccc(Cl)cc2C(=O)c2ccccc2)cc1	6	6	-4	23
12	C=CCn1c(O)c(C(CC)=Nc2ccccc2NC(C)=O)c(=O)[nH]c1=O	-2	5	-1	-8

no.	tim23-1 inh	UPR XBP1 act	CHOP UPR activ	697 NFkB inh
1	15	2	0.5	-22
2	4	5	1.0	-6
3	20	-6	1.0	12
4	14	-6	1.4	3
5	15	-2	0.0	31
6	5	-1	0.5	-25
7	0	-3	-0.9	-1
8	10	1	0.1	21
9	37	-2	-0.7	-9
10	7	-1	2.6	-10
11	27	-2	-0.2	-3
12	5	-2	0.9	7

# (continued)
no.	structure	Mdm2-MdmX inh	Jurkat NFkB inh	APJ agonist	APJ antag
13	CC(=O)c1ccc(OC(NC(=O)Cc2ccccc2)C(Cl)(Cl)Cl)cc1 (configuration not stated)	6	4	-2	4
14	CSCCC(NC(=O)CCC(=O)OC1CC[C@H]2[C@@H]3CC[C@H]4CC(=O)CC[C@]4(C)[C@H]3CC[C@]12C)C(=O)O (some centres not stated)	-14	-2	-4	24
15	O=C(c1cc(-c2cccnc2)nc2ccccc12)N1CCC2(CC1)OCCO2	-19	0	-2	-21
16	COc1cc(CC2C(=O)N(C)C(=O)N(C)C2=O)ccc1OCc1ccccc1	-8	-20	-5	13
17	O=C(/C=C/c1c[nH]c2ccccc12)c1c(O)n(CCc2ccccc2)c(=O)[nH]c1=O	23	9	1	-8
18	O=C(c1ccc2c(c1)ncn2C1CCCCC1)N1CCC2(CC1)OCCO2	48	35	-2	-4
19	COc1ccc(CCNCc2cccn2C)cc1OC	10	-16	-2	5
20	Cc1ccc(S(=O)(=O)c2nc(-c3ccccc3Cl)oc2N(C)C2CCN(C)CC2)cc1	72*	-13	-1	1
21	Cc1ccc2c(c1)C1CN(C)CCC1N2C(=O)/C(C#N)=C/c1ccc2c(c1)OCO2 (configuration not stated)	4	2	4	-4
22	Cc1ccc(C2N3CCCN23)cc1 (configuration not stated)	0	-1	1	-8
23	Oc1c(Cl)c(Cl)c(Cl)c(Cl)c1Cl	-13	-6	-2	11
24	Oc1c(Cl)cc(Cl)cc1CN1CCN(Cc2ccccc2)CC1	-14	18	-1	-4

no.	tim23-1 inh	UPR XBP1 act	CHOP UPR activ	697 NFkB inh
13	5	3	-1.9	10
14	19	-4	-0.8	0
15	4	-3	-0.6	21
16	9	1	0.9	-17
17	4	-4	-1.7	-15
18	4	3	0.0	-6
19	-17	-2	2.4	1
20	4	1	5.5	-12
21	28	-2	-0.8	20
22	-7	6	2.1	2
23	39	2	0.9	5
24	19	-2	-0.1	9

# Going on with the list:
no.	structure	Mdm2-MdmX inh	Jurkat NFkB inh	APJ agonist	APJ antag
25	CCCNC(=O)N1[C@H]2CC[C@@H]1C(C(=O)OC)=C(c1cc3ccccc3s1)C2	-22	17	3	-64
26	CCCC/C(=N/O)c1c(C)[nH]c2ccccc12	13	1	2	-3
27	OC(c1ccccc1)(c1ccccc1)C1CCCN1 (configuration not stated)	14	-6	-4	-11
28	Cc1ccc(C(O)(C(=O)NNC(=O)CN2CCN(C)CC2)c2ccc(C)cc2)cc1	-6	-13	-1	2
29	CN(C)c1ccc(/C=C2\C(=O)NC(=O)N(Cc3ccc(F)cc3)C2=O)cc1	-12	8	-3	-6
30	O=P1(NCCCl)OCCCN1CCCl (configuration not stated)	-8	-5	-4	22
31	O=c1[nH]c(=O)n(Cc2ccccc2)c(O)c1C=NCCN1CCOCC1	22	-7	-3	0
32	CCn1nc(/C=C/c2ccccc2)nc2c(=O)n(C)c(=O)nc1-2	97*	37	0	-70
33	COc1ccc(NC(=O)[C@@H](NC(=O)N2C[C@H]3C[C@@H](C2)c2cccc(=O)n2C3)C(C)C)cc1	6	0	-4	-1
34	Cn1ncc(Cl)c1C(=O)N1CCC2(CC1)OCCO2	18	3	-6	-9
35	O=C(O)c1ccc(-[n+]2c(-c3ccccc3)cc(-c3ccccc3)cc2-c2ccccc2)cc1	27	-7	-7	5
36	O=C(NC1CN2CCC1CC2)c1cc(Cl)c([N+](=O)[O-])c2nc[nH]c12 (configuration not stated)	-1	3	1	-28

no.	tim23-1 inh	UPR XBP1 act	CHOP UPR activ	697 NFkB inh
25	30	-2	2.2	-6
26	27	-3	-0.6	16
27	8	2	1.8	4
28	10	1	-3.2	7
29	12	0	0.6	14
30	-1	-2	-1.7	-9
31	-7	-2	1.1	-14
32	93*	-10	-4.9	-102
33	10	-3	1.4	-3
34	0	-2	1.2	9
35	2	-2	-0.9	2
36	-18	1	1.8	7

# Values in list order from the entries so far.
# Compounds 30–33 in Mdm2-MdmX inh: -8, 22, 97*, 6

# The main list resumes, starting 2 compounds before the break.
no.	structure	Mdm2-MdmX inh	Jurkat NFkB inh	APJ agonist	APJ antag
35	O=C(O)c1ccc(-[n+]2c(-c3ccccc3)cc(-c3ccccc3)cc2-c2ccccc2)cc1	27	-7	-7	5
36	O=C(NC1CN2CCC1CC2)c1cc(Cl)c([N+](=O)[O-])c2nc[nH]c12 (configuration not stated)	-1	3	1	-28
37	COC(=O)C(O)(c1c[nH]c2ccccc12)C(F)(F)F (configuration not stated)	6	-3	-2	-2
38	Oc1cc(O)cc(/C=C/c2ccc(O)cc2O)c1	-26	-37	-3	-2
39	CCC(C)N=Cc1c(O)n(-c2ccccc2)c(=O)[nH]c1=O (configuration not stated)	-10	1	-3	-18
40	CCOc1cccc(CNC2CN3CCC2CC3)c1 (configuration not stated)	3	12	2	-16
41	O=C1NC(=O)C(=Cc2cc(Cl)ccc2OCc2ccc(C(=O)O)cc2)C(=O)N1	4	6	-3	7
42	O=C1NC(=O)C(CCc2ccncc2)(Cc2cccc(Cl)c2Cl)C(=O)N1c1ccc(Br)cc1 (configuration not stated)	58*	36	0	-1
43	c1ccc2c(CCNC3CCCCC3)c[nH]c2c1	-2	-26	-1	-12
44	Cc1nn(-c2ccccc2)c2c1C(c1ccc3c(c1)OCO3)SCC(=O)N2 (configuration not stated)	12	-4	-5	4
45	COc1ccc(C=C2C(=O)N(C)C(=O)N(C)C2=O)cc1COc1ccc(NC(C)=O)cc1	2	38	-7	-7
46	O=C(Cc1ccccc1)OCCN1CCOCC1	9	-15	-3	-11
47	COc1ccc(C(=O)C(Cc2ccccc2)N(C)C)cc1 (configuration not stated)	2	-20	-2	23
48	COc1ccc(OC)c(C(O)C2CCCCN2)c1 (configuration not stated)	-5	-6	-2	9

no.	tim23-1 inh	UPR XBP1 act	CHOP UPR activ	697 NFkB inh
35	2	-2	-0.9	2
36	-18	1	1.8	7
37	11	0	-4.1	-4
38	11	-1	1.0	-14
39	-3	-2	0.9	-10
40	-1	2	-1.0	-12
41	10	4	2.5	-18
42	-9	-3	-1.9	-46
43	10	-4	-1.9	6
44	16	-2	-1.5	6
45	31	1	-3.5	12
46	6	0	-0.7	3
47	19	-2	0.3	-7
48	-2	3	-0.2	-7

# Five records drawn at random from the list so far:
no.	structure	Mdm2-MdmX inh	Jurkat NFkB inh	APJ agonist	APJ antag
43	c1ccc2c(CCNC3CCCCC3)c[nH]c2c1	-2	-26	-1	-12
15	O=C(c1cc(-c2cccnc2)nc2ccccc12)N1CCC2(CC1)OCCO2	-19	0	-2	-21
33	COc1ccc(NC(=O)[C@@H](NC(=O)N2C[C@H]3C[C@@H](C2)c2cccc(=O)n2C3)C(C)C)cc1	6	0	-4	-1
41	O=C1NC(=O)C(=Cc2cc(Cl)ccc2OCc2ccc(C(=O)O)cc2)C(=O)N1	4	6	-3	7
12	C=CCn1c(O)c(C(CC)=Nc2ccccc2NC(C)=O)c(=O)[nH]c1=O	-2	5	-1	-8

no.	tim23-1 inh	UPR XBP1 act	CHOP UPR activ	697 NFkB inh
43	10	-4	-1.9	6
15	4	-3	-0.6	21
33	10	-3	1.4	-3
41	10	4	2.5	-18
12	5	-2	0.9	7

# (listing goes on)
no.	structure	Mdm2-MdmX inh	Jurkat NFkB inh	APJ agonist	APJ antag
49	COc1cccc(CN2CCN(Cc3cccc(F)c3)CC2)c1	14	9	0	-18
50	Cc1ccc2c(c1)CC1(CN2C)C(=O)NC(=O)N(CCc2ccccc2)C1=O (configuration not stated)	13	-2	-3	5
51	CCCCOc1ccc(C(C)=O)cc1Cc1c(O)[nH]c(=S)[nH]c1=O	-1	8	-2	-3
52	COc1ccc(NC(=O)c2c(C)nn(Cc3ccccc3Cl)c2Cl)cc1Cl	-55	11	3	-8
53	Nc1c(C(=O)NC2CCCC2)c2nc3ccccc3nc2n1CC1CCCO1 (configuration not stated)	23	2	-2	28
54	COCCCNC(=O)c1c(NC(=O)c2ccco2)n(Cc2ccccc2)c2nc3ccccc3nc12	41	7	-5	25
55	c1ccc2c(N3CCNCC3)cccc2c1	32	17	2	-2
56	NC(N)=Nc1ccc2[nH]c3c(c2c1)C[C@@]1(O)[C@H]2Cc4ccc(O)c5c4[C@@]1(CCN2CC1CC1)C3O5 (some centres not stated)	11	5	-2	4
57	Cc1ccc(-n2c(/C=C/c3ccc4c(c3)OCO4)nc3ccccc3c2=O)cc1	-17	-5	0	4
58	CCOC(=O)C(O)(c1cn(C)c2ccccc12)C(F)(F)F (configuration not stated)	13	-8	-3	-2
59	CCC(C)N1C(=O)/C(=C\c2cnc(N(C)C)nc2)C(=O)NC1=S (configuration not stated)	0	-3	2	-54

no.	tim23-1 inh	UPR XBP1 act	CHOP UPR activ	697 NFkB inh
49	-2	0	0.8	2
50	29	0	-0.8	23
51	7	-3	-0.4	6
52	8	0	0.5	-13
53	33	2	0.8	-4
54	12	-1	-5.3	19
55	9	-2	0.0	9
56	-64	1	-0.1	18
57	42	3	2.1	-61
58	4	1	0.1	20
59	22	-2	-1.6	-10

# These rows are one share of the data, so the mix of outcomes need not match the whole.
